# CatB inh = inhibitors of human cathepsin B; P07858; purified cathepsin B, fluorogenic substrate, fluorescence; inhibition, %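 (tested at 10 µM)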; hit rate 0.1% among 63,000; AID 453; in the data active = inhibition above about 21%;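 also: 0% = enzyme with no compound and 100% = no enzyme blank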
# CatB mixtures = human cathepsin B inhibition by mixtures; P07858; Purified cathepsin B, AMC dipeptide fluorescence, compound mixtures; inhibition, %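 (ten-compound pools at 5 µM per compound and 50 µM total)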; hit rate 0.06% among 62,000; in the data active = inhibition above about 22%, passing the limit was not always enough;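 also: 0% = enzyme without compound and 100% = no enzyme blank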
# MKP-1 inh = blocks human MKP-1 phosphatase activity. P28562. recombinant MKP-1, OMFP hydrolysis fluorescence. inhibition, %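 (compounds tested at a single concentration somewhere between 10 and 100 µM)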. hit rate 0.15% among 65,000. AID 374;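 active = inhibition above about 50%, limit read from the data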;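 also: 0% = DMSO max control wells and 100% = wells with enzyme stopped by NaOH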
# Hsp90 block = displaces geldanamycin probe from tumor Hsp90; hit rate 0.35% among 64,000; inhibition, % at 30 µM; P07900; NCI-N417 lysate Hsp90, Cy3B-geldanamycin FP displacement;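 active = inhibition above 50%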;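 also: 0% = tracer plus lysate wells and 100% = tracer alone without lysate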
# E coli RNAP = inhibitors of Escherichia coli RNA polymerase | P0A8V2 | E. coli RNA polymerase, fluorescence transcription assay | inhibition, %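 (tested at 10 µM)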 | hit rate 0.2% among 62,000 | AID 559; in the data active = inhibition above about 20%;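 also: 0% = enzyme without compound and 100% = no enzyme blank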
# Ecoli tolC = blocks growth of E. coli BW25113 tolC mutant. hit rate 2.2% among 65,000. OD615. growth inhibition, % at 10 µM (by protocol). AID 573;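 active = growth inhibition at or above a cutoff equal to the mean over every tested compound plus 3 SD, cut at about 60% in these data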;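 also: growth measured after 20 h incubation at 37 °C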
#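 Doses: one dose of 10 µM final / Material: E. coli BW25113 ΔtolC::kan, tolC deletion mutant strain / Buffer or medium: LB with kanamycin 50 µg/mL / Evaluation: percent growth inhibition / Detection: optical density read at 615 nm / Incubation: 37 °C, 20 h exposure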
# Cdc25B block = human M-phase inducer phosphatase 2 inhibition | P30305 | recombinant Cdc25B, OMFP fluorescence Ex485/Em525 | inhibition, %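 (compounds tested at 10 µM final in the well)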 | hit rate 0.1% among 65,000 | AID 368; in the data active = inhibition above about 50%
# Target sequence (P30305 whole entry, looked up): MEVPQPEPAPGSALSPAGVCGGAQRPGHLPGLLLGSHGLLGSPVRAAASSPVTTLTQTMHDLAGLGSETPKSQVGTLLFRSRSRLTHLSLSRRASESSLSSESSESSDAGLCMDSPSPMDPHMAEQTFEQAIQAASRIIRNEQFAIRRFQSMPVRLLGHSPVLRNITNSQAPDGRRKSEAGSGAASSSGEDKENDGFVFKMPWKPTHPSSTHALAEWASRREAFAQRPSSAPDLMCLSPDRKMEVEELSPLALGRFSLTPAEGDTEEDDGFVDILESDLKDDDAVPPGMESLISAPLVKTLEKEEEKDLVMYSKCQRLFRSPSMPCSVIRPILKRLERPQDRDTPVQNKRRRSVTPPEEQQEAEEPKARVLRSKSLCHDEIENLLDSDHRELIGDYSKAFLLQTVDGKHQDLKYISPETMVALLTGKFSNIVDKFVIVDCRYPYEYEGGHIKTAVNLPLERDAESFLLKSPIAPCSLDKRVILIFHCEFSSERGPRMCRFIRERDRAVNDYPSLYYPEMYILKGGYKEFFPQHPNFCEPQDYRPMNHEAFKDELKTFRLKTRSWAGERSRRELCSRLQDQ
# AP complement = orthogonal test for alternative complement pathway inhibitors. Human serum alternative complement pathway, LPS-coated ELISA, C3 deposition; tested in compound mixtures. AID 1235. inhibition, % at 5 µM. hit rate 0.08% among 62,000;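 active = inhibition above 30% in each of the two pooled mixtures holding the compound, so the lower value exceeds 30%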;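 also: 0% = serum in Mg-EGTA without compound and 100% = EDTA serum blank; some compounds past the cut are filed as inactive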
#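 Test system – human serum alternative complement pathway, C3 deposition on LPS-coated wells · Buffer or medium – diluted human serum in Mg2+-EGTA GVB++ · Compound dosing – 5 µM each compound, pools of ten, 50 µM per pool · Schedule – 1 h serum-compound exposure at 37 °C · Measured by – Anti-C3 ELISA, OD 450 nm · Read-out basis – percent inhibition of C3 deposition onto LPS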
# D1 mod = allosterically modulates the human D1 dopamine receptor. HEK293 D1, CRE-luciferase, dopamine EC30 potentiation; actives deviate in either direction. B-score at 10 µM. hit rate 5.9% among 58,000;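 active = luminescence count or its row- and column-corrected plate score outside the 99.7% band of the plate's sample wells, on either side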
# * marks the source's active call; other numbers are inactive results; · = no result given.
SMILES,CatB inh,CatB mixtures,MKP-1 inh,Hsp90 block,E coli RNAP,Ecoli tolC,Cdc25B block,AP complement,D1 mod
COc1cc(C(=O)Nc2ccc(S(=O)(=O)Nc3cc(C)on3)cc2)cc(OC)c1OC,7,1,21,0,7,-2,10,1,-0.57
Cc1ccc(-c2nnc(N(C)C(=O)c3ccccn3)s2)cn1,2,3,-2,-5,17,-21,0,3,-0.76
COc1cccc(C2/C(=C(/O)c3ccncc3)C(=O)C(=O)N2CCCN(C)C)c1 (stereo not drawn),3,-4,-6,0,8,-23,4,19,-3*
CC(C)(/C=N/O)/[N+]([O-])=C/C=[N+](\[O-])C(C)(C)/C=N/O,5,-2,-39,2,6,-25,-9,11,-0.1
O=C(Nc1nc(-c2nc3ccccc3s2)cs1)c1ccc(S(=O)(=O)N2CCOCC2)cc1,-2,1,35,1,10,21,-7,23,0.88
COC(=O)CSc1ccccc1C(=O)OC,-3,-2,-7,-7,-9,-20,-7,24,0.7
CN(C(=O)C12CC3CC(CC(C3)C1)C2)C1(C)CCS(=O)(=O)C1 (stereo not drawn),0,5,8,0,-4,-7,0,32,0.11
O=C(NCC1CCCO1)C1CCCCN1S(=O)(=O)c1ccc(F)cc1 (stereo not drawn),-3,0,10,·,8,-4,-12,-1,·
CC1=C(C(=O)NC2CCCC(C)C2C)C2(CCCCC2)OC1=O (stereo not drawn),2,3,1,-2,2,-5,-7,-3,-0.53
Cc1ccc(-c2noc(C3CCCN(C(=O)c4ccccc4)C3)n2)o1 (stereo not drawn),4,7,-4,-10,8,4,10,5,0.5

# 3 compounds out of the list, sorted by molecular weight, highest first.
SMILES,CatB inh,CatB mixtures,MKP-1 inh,Hsp90 block,E coli RNAP,Ecoli tolC,Cdc25B block,AP complement,D1 mod
O=C(Nc1nc(-c2nc3ccccc3s2)cs1)c1ccc(S(=O)(=O)N2CCOCC2)cc1,-2,1,35,1,10,21,-7,23,0.88
Cc1ccc(-c2noc(C3CCCN(C(=O)c4ccccc4)C3)n2)o1 (stereo not drawn),4,7,-4,-10,8,4,10,5,0.5
Cc1ccc(-c2nnc(N(C)C(=O)c3ccccn3)s2)cn1,2,3,-2,-5,17,-21,0,3,-0.76

# Other compounds.
SMILES,CatB inh,CatB mixtures,MKP-1 inh,Hsp90 block,E coli RNAP,Ecoli tolC,Cdc25B block,AP complement,D1 mod
COc1ccc(Cl)cc1NC(=O)c1c(-c2ccccc2)noc1C,5,0,-15,2,-1,-13,-8,25,0.0077
COc1ccc(CCNC2CCN(C)CC2)cc1OC,0,7,-5,2,12,-7,-11,2,1.1
COC(=O)c1cc(NC(=O)CN2C(=O)CSC2=O)ccc1Cl,4,5,6,-4,5,-5,3,11,0.33
COc1ccccc1N1CCN(C(=O)CSc2ccc3c(C)cc(C)nc3n2)CC1,-2,-2,25,-6,-8,17,-14,-2,-0.36
CCOC(=O)c1cc(-c2nnc(SCC(=O)Nc3ccc(F)cc3)o2)c(C)nc1C,3,1,19,0,-12,5,-8,-6,1.1
COC(=O)c1ccccc1NC(=O)CSc1nc2ccccc2c(=O)[nH]1,6,4,1,0,-1,8,-4,26,-0.2
CCc1ccccc1NC1=NCC(=O)N1C1CCCCC1,-2,-3,0,0,3,10,-5,-1,·
CSCCC1NC(=O)N(CC(=O)Nc2ccc(N3CCCCC3)cc2)C1=O (stereo not drawn),7,2,9,2,9,3,-12,4,-2.3
CC(=O)NCCc1ccc(S(=O)(=O)Nc2cccnc2)cc1,-2,0,-2,-1,6,-10,-15,7,0.67
O=C(Nc1ccon1)c1cccc(C(F)(F)F)c1,-1,-4,0,·,2,-9,3,13,-1.2
COc1ccc(-c2cc(N)n(S(=O)(=O)c3c(F)c(F)c(F)c(F)c3F)n2)cc1OC,-4,3,37,-3,12,15,-3,15,4.9*
Cc1nn(C)c(C)c1CN(C)C(=O)c1cc2nc(-c3ccco3)cc(C(F)(F)F)n2n1,2,-8,16,-2,4,7,-11,2,1.3
Cc1cc(Cl)c(S(=O)(=O)Nc2ccc3c(c2)OCCO3)cc1OCC(N)=O,12,6,13,1,7,5,-6,-11,-3.2
CCOc1ccc(S(=O)(=O)Nc2ccc(S(=O)(=O)N3CCOCC3)cc2)cc1,3,2,5,-3,4,12,-10,13,0.013
O=C(COc1ccccc1)Nc1ccccc1N1CCN(c2ccccc2)CC1,1,2,-4,2,1,-8,14,-7,-0.29
COc1ccc(-c2oc3ncn(CCN4CCOCC4)c(=N)c3c2-c2ccc(OC)cc2)cc1,3,2,10,5,4,41,-2,4,1.7
C=CCOC(=O)c1[nH]c2c(c1C)C(=O)CC(c1ccco1)C2 (stereo not drawn),2,1,7,-3,5,4,-1,6,1.2
O=C(CN1C2CCCC1CC(NC(=O)c1ccco1)C2)Nc1ccccc1C(F)(F)F (stereo not drawn),3,-1,11,1,5,4,-4,2,1.5
COC(=O)CN(c1ccc2c(c1)OCO2)S(C)(=O)=O,4,5,4,11,2,-15,-12,5,-0.66
Cc1sc2ncn(-n3c(C)ccc3C)c(=O)c2c1C,8,6,1,·,4,11,-3,-12,0.06
O=C1NC(=O)C2(CCc3ccccc32)N1 (stereo not drawn),4,9,15,-5,4,-9,1,15,-0.44
CS(=O)(=O)N(CCc1ccccc1)CC(=O)NCc1ccc2c(c1)OCO2,3,-2,4,0,3,7,-9,6,0.82
O=C(CSc1nnc(-c2cccs2)n1-c1ccccc1)N1CCOCC1,6,-5,-9,0,4,-14,-9,8,-0.97
OC1(c2cccc(F)c2)CCN(Cc2ccncc2)CC1,2,0,-14,-6,7,-19,-8,-15,·
O=C(CCC1CCCC1)NCCCN1CCOCC1,2,-4,-1,0,2,-13,-2,14,0.23
CN(C(=O)COC(=O)C1CCN(S(=O)(=O)c2cccs2)CC1)C1CCS(=O)(=O)C1 (stereo not drawn),5,1,-7,-1,7,-13,-14,-10,-0.37
COc1ccc(C2CC(c3ccc(F)cc3)Nc3nc(N)nn32)cc1 (stereo not drawn),5,5,5,0,10,0,-8,16,0.72
CCc1nnc(NC(=O)CN2CCN(c3nc(-c4ccccc4)cs3)CC2)s1,·,·,5,-11,·,32,0,·,-0.52
O=C(NCc1ccco1)c1ccc2c(c1)C(=O)N(Cc1ccccc1)C2=O,3,4,21,-8,9,14,-3,5,0.014
COc1ccc2[nH]c(=O)c(CN(CCN(C)C)C(=O)NCc3ccccc3)cc2c1,3,13,24,-1,2,-11,0,12,-2.2

# Compound profiles, from the list above.
# O=C(NCc1ccco1)c1ccc2c(c1)C(=O)N(Cc1ccccc1)C2=O is listed as CatB inh: 3; CatB mixtures: 4; MKP-1 inh: 21; Hsp90 block: -8; E coli RNAP: 9; Ecoli tolC: 14; Cdc25B block: -3; AP complement: 5; D1 mod: 0.014
# CCc1nnc(NC(=O)CN2CCN(c3nc(-c4ccccc4)cs3)CC2)s1 is listed as CatB inh: ·; CatB mixtures: ·; MKP-1 inh: 5; Hsp90 block: -11; E coli RNAP: ·; Ecoli tolC: 32; Cdc25B block: 0; AP complement: ·; D1 mod: -0.52
# O=C1NC(=O)C2(CCc3ccccc32)N1 (stereo not drawn) is listed as CatB inh: 4; CatB mixtures: 9; MKP-1 inh: 15; Hsp90 block: -5; E coli RNAP: 4; Ecoli tolC: -9; Cdc25B block: 1; AP complement: 15; D1 mod: -0.44

# Following part:
SMILES,CatB inh,CatB mixtures,MKP-1 inh,Hsp90 block,E coli RNAP,Ecoli tolC,Cdc25B block,AP complement,D1 mod
O=C(O)CCSc1nc2ccc(Br)cc2[nH]1,-2,3,19,1,7,-28,0,10,0.37
O=C1C2CC=CCC2C(=O)N1c1ccc(OCC(O)Cn2nnc3ccccc32)cc1 (stereo not drawn),0,-1,17,-6,5,-19,5,7,·
CCCNc1nc2c(c(=O)n(C)c(=O)n2C)n1CCc1ccccc1,2,2,-5,-1,2,-3,6,5,-1.1
O=C(CCNS(=O)(=O)c1cccc2nsnc12)NCCC1=CCCCC1,2,2,5,·,0,-5,5,1,0.14
CCOc1cccc(-c2nnc(SCC(=O)Nc3cc(C)ccc3OC)n2N)c1,1,2,9,·,-1,9,-15,27,0.57
CC(=O)c1cccc(NC(=O)c2nccnc2C(=O)O)c1,-3,4,9,-2,6,-22,-6,14,-3.5*
CC(C(=O)Nc1ncc2c(n1)CC(C)(C)CC2=O)N1C(=O)c2ccccc2C1=O (stereo not drawn),1,3,-15,-2,11,-12,2,8,0.78
COC(=O)COc1ccc(S(=O)(=O)N2CCOCC2)cc1C,2,6,-3,-3,-7,-9,-4,19,·

# Screening results from PubChem.
